# Yfh1-off respiration: enhancers of respiration in Yfh1-depleted yeast, dose response, Friedreich's ataxia, plus single-dose screen (AID 1465); actives 0.074% (n = 220,000); S. cerevisiae Yfh1-off respiration, WST-1 reduction, 72 h; higher fold induction means a stronger effect; fold induction at 50 µM; hits with a dose series show EC50 in µM;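 active = fold induction of absorbance versus untreated yeast above a set limit, then at least 30% activation at any dose in follow-up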;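 also: activators that raise dye reduction in frataxin-depleted yeast; strong numbers were not always called active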
# GPR55 LPI antagonism: GPR55 antagonists blocking LPI-driven arrestin recruitment, primary screen, imaging, U2OS, beta-arrestin-GFP, LPI agonist (AID 2013); U2OS GPR55 beta-arrestin-GFP translocation imaging, LPI antagonism; higher % means a stronger effect; one-dose inhibition, % at 10 µM; IC50 in µM for titrated hits; actives 0.13% (n = 290,000);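 active = spots per cell inhibited over 60%, with over 100 cells counted and total cytoplasm intensity under 500,000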;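 also: U2OS cells stably carrying GPR55 and arrestin-GFP stimulated by 5 µM LPI near EC80; imaged beta-arrestin-GFP aggregate spots per cell after agonist stimulation; plate controls were LPI-stimulated DMSO wells for no effect and DMSO wells without LPI for full effect; some results filed as inactive read as strong as hits; confirmed hits need IC50 under 10 µM and bright autofluorescent wells are also inconclusive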
# Dengue-2 NS5 capping: Dengue-2 NS5 methyltransferase inhibitors, primary screen, biochemical, confirmation dose response (AID 588689); inhibition, % at 25 µM; hits with a dose series show IC50 in µM; Genome polyprotein (Dengue virus type 2 (strain 16681-PDK53)); actives 0.3% (n = 340,000); Dengue-2 NS5 methyltransferase capping enzyme assay, biochemical; higher % means a stronger effect; in the data active = a potency from the dose series
# Large T inhibition: SV40 large T antigen inhibitors, biochemical (AID 1903); SV40 large T antigen ATPase/helicase inhibition assay; higher % means a stronger effect; inhibition, % at 20 µM, or IC50 in µM where a hit was titrated; actives 0.39% (n = 310,000); in the data active = a potency from the dose series; also: strong numbers were not always called active
# NTR1 ag: agonists of NTR1, primary screen, imaging, U2OS cells, beta-arrestin-GFP, high content (AID 493036); activation, % at 20 µM; Neurotensin receptor type 1 (Homo sapiens), P30989; actives 0.17% (n = 330,000); NTR1-U2OS beta-arrestin-GFP spot imaging, agonist mode;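 active = activation at or above 40% of the spot to cytoplasm intensity ratio, with at least 20 cells analyzed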;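 also: 0% = DMSO without peptide and 100% = 100 nM NTR1 peptide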
# Target sequence (P30989 whole entry, looked up): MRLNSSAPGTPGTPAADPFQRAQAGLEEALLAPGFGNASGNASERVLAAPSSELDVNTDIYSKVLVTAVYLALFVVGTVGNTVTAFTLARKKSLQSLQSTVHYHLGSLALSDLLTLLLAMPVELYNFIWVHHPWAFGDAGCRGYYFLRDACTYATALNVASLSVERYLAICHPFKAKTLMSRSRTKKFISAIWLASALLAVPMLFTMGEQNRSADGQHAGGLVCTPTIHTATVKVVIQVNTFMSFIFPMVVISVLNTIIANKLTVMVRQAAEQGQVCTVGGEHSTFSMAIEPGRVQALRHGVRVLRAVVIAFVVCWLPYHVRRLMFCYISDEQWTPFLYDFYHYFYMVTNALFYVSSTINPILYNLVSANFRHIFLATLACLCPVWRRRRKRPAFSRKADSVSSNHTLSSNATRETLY
# AID2073: inhibitors of Mint1-CaV2.2 protein interaction, biochemical, HTRF (AID 2073) | Voltage-dependent N-type calcium channel subunit alpha-1B (Homo sapiens) | inhibition, % at 20 µM, or IC50 in µM where a hit was titrated | actives 0.19% (n = 290,000) | HTRF protein-protein interaction, Mint1-CaV2.2; higher % means a stronger effect; in the data active = inhibition mostly above about 51%, no sharp cut-off; also: some results filed as inactive read as strong as hits
# MgcRacGAP inhibition: MgcRacGAP GTPase-activating activity inhibitors, confirmation, biochemical, ADP Hunter fluorescence; Rac GTPase-activating protein 1 (Homo sapiens); MgcRacGAP-stimulated Rac1 GTP hydrolysis, ADP Hunter fluorescence; higher % means a stronger effect; GST-tagged Rac1 F28L mutant substrate; inhibition, % at 30 µM, or IC50 in µM where a hit was titrated; actives 0.6% (n = 340,000); AID 624330, 2012;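 active = first-screen hits whose inhibition reached a set limit at any dose in the follow-up dose series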;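 also: fluorescence reports GDP produced by GAP-driven GTP hydrolysis; strong numbers were not always called active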
# GPR35 antagonists: GPR35 antagonists blocking zaprinast-driven arrestin recruitment, primary screen, imaging, U2OS, beta-arrestin-GFP, zaprinast agonist (AID 2058); G-protein coupled receptor 35 (Homo sapiens); U2OS GPR35 beta-arrestin-GFP translocation imaging, zaprinast antagonism; higher % means a stronger effect; inhibition, % at 10 µM; hits with a dose series show IC50 in µM; actives 0.052% (n = 290,000);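 active = inhibition of at least 50% with at least 30 cells and total cytoplasm GFP at most 10,000,000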
# GPR55 beta-arrestin: GPR55 agonists via beta-arrestin recruitment, primary screen, imaging, U2OS cells, beta-arrestin-GFP redistribution (AID 1961) | activation, % at 10 µM; hits with a dose series show EC50 in µM | U2OS GPR55 beta-arrestin-GFP redistribution imaging; higher % means a stronger effect | G-protein coupled receptor 55 (Homo sapiens) | actives 0.048% (n = 290,000);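 active = activation above 40% with more than 50 cells counted in the well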;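 also: U2OS osteosarcoma cells stably expressing GPR55 and beta-arrestin-GFP; plate controls were DMSO negative control for no effect and LPI positive control for full effect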
# NTR1 ag cell count 20 µM: second read-out of NTR1 ag, no call of its own (marks repeat the call); cell count; measured here: cell count, cytotoxicity flag
# Dengue-2 NS5 capping pilot replicate: recorded beside Dengue-2 NS5 capping, whose call it bears; inhibition, %; measured here: pilot screen replicate inhibition
# Numbers without * were called inactive; i = inactive; . = not tested or not shown.
SMILES,Yfh1-off respiration,GPR55 LPI antagonism,Dengue-2 NS5 capping,Large T inhibition,NTR1 ag,NTR1 ag cell count 20 µM,AID2073,MgcRacGAP inhibition,GPR35 antagonists,GPR55 beta-arrestin,others
COc1ccc(CN(C(=O)c2ccco2)c2ccc(C)c(C)c2)cc1,i,-6%,-6%,0%,1.8,40,-2%,2%,13%,-0.1%,
CC(=O)Nc1cc2c(cc1[N+](=O)[O-])OCCO2,i,1%,3%,-1%,0.5,46,0%,11%,-3%,0.1%,
Cc1cc(NC(=O)CN2CCN(C/C=C/c3ccccc3)CC2)c([N+](=O)[O-])cc1C,i,-1%,-1%,7%,3.3,77,-10%,9%,13%,-0.2%,
CCOc1ccc(NC(=S)N(CCCN2CCCC2)Cc2cccn2Cc2ccc(Cl)cc2)cc1,i,16%,0%,8%,36,57,13%,6%,-16%,-0.4%,
COc1cc(OC)cc(-c2nc(-c3ccccc3)no2)c1,i,13%,-2%,15%,2.5,60,19%,6%,20%,0.3%,
CC(=O)Nc1ccc(S(=O)(=O)NCCNC(=O)c2ccccc2F)cc1,i,6%,-2%,14%,-0.4,99,0%,6%,-1%,-0.5%,
Cc1ccc(S(=O)(=O)N2CCC(=O)N(C(CO)Cc3ccccc3)CC2)cc1 (stereo not drawn),i,7%,2%,11%,0.9,88,-6%,3%,1%,-0.2%,
CCC(=O)NC(c1ccc(C)cc1)c1cc([N+](=O)[O-])c2cccnc2c1O (stereo not drawn),25µM*,9%,0%,15%,.,.,19%,6%,0%,-0.2%,
O=c1oc2ccccc2c(N2CCC(c3ccccc3)CC2)c1[N+](=O)[O-],i,-10%,1%,6%,-1.6,92,3%,12%,-14%,1.3%,
Cc1cc(F)ccc1NC(=O)C1CCN(C(=O)Nc2ccccc2)CC1,.,.,6%,-2%,-0.9,64,.,18%,.,.,
Cc1nnc(SCc2ccccc2)nc1-c1ccccc1,i,.,2%,8%,1.7,79,.,2%,.,.,
Cc1ccnc(NS(=O)(=O)c2ccc(NC(=O)c3cncc(Br)c3)cc2)n1,i,13%,-8%,-9%,1.4,47,1%,5%,-2%,-0.3%,
COc1cccc(C(=O)Nc2nc3c(c(=O)[nH]2)CCCC3)c1,i,-1%,-13%,2%,0.4,90,0%,9%,-5%,-0.1%,
Cc1c(C(=O)O)oc2ccc(S(=O)(=O)NC3CCCCCCC3)cc12,i,-6%,-9%,8%,3.1,72,2%,6%,11%,-0.1%,
COc1ccc(-n2c(SCC(=O)Nc3ccc(NC(C)=O)cc3)nc3c([nH]c4ccccc43)c2=O)cc1OC,.,22%,2%,22%,0.3,52,-6%,7%,0%,-0.2%,
O=C(Oc1cccnc1)c1ccc([N+](=O)[O-])cc1,i,-1%,-5%,19%,-0.6,83,18%,15%,-1%,-0.1%,
O=C(c1ccc2c(c1)OCO2)C1CCCN(C(=O)NCc2ccccc2)C1 (stereo not drawn),i,4%,-1%,4%,-1.2,79,-5%,5%,4%,-0.1%,
COc1cccc(OCc2nnc(SCC(=O)NCc3ccco3)n2CCc2ccccc2)c1,i,15%,14%,14%,0.7,68,23%,11%,2%,-0.1%,Dengue-2 NS5 capping pilot replicate=-4.8
c1ccc(OCCSc2nc3ccccc3[nH]2)cc1,i,2%,1%,4%,2.3,41,8%,12%,-3%,-0.5%,
Brc1ccc(C2=Nn3c(nnc3-c3cccnc3)SC2)s1,i,13%,-2%,12%,0.4,44,-3%,7%,15%,-0.1%,
N#Cc1cc(Sc2ccccn2)c(Sc2ccccn2)cc1C#N,i,-2%,-4%,2%,-0.6,66,28%,-1%,-4%,-0.3%,
Cn1nnnc1SCC(=O)c1cccs1,i,12%,-3%,7%,-0.3,51,-5%,8%,9%,-0.2%,
Cc1cccc(OCc2nnc(SCC(=O)NCC3CCCO3)n2C)c1 (stereo not drawn),.,7%,-5%,20%,1.2,54,5%,-1%,2%,-0.2%,

# Molecules shown so far with a thiophene ring, fused or not:
SMILES,Yfh1-off respiration,GPR55 LPI antagonism,Dengue-2 NS5 capping,Large T inhibition,NTR1 ag,NTR1 ag cell count 20 µM,AID2073,MgcRacGAP inhibition,GPR35 antagonists,GPR55 beta-arrestin,others
Brc1ccc(C2=Nn3c(nnc3-c3cccnc3)SC2)s1,i,13%,-2%,12%,0.4,44,-3%,7%,15%,-0.1%,
Cn1nnnc1SCC(=O)c1cccs1,i,12%,-3%,7%,-0.3,51,-5%,8%,9%,-0.2%,

# Three compounds out of the list, sorted by molecular weight, smallest number first.
SMILES,Yfh1-off respiration,GPR55 LPI antagonism,Dengue-2 NS5 capping,Large T inhibition,NTR1 ag,NTR1 ag cell count 20 µM,AID2073,MgcRacGAP inhibition,GPR35 antagonists,GPR55 beta-arrestin,others
Cn1nnnc1SCC(=O)c1cccs1,i,12%,-3%,7%,-0.3,51,-5%,8%,9%,-0.2%,
Cc1cc(F)ccc1NC(=O)C1CCN(C(=O)Nc2ccccc2)CC1,.,.,6%,-2%,-0.9,64,.,18%,.,.,
Cc1c(C(=O)O)oc2ccc(S(=O)(=O)NC3CCCCCCC3)cc12,i,-6%,-9%,8%,3.1,72,2%,6%,11%,-0.1%,

# Pulled by structure from above, three records:
SMILES,Yfh1-off respiration,GPR55 LPI antagonism,Dengue-2 NS5 capping,Large T inhibition,NTR1 ag,NTR1 ag cell count 20 µM,AID2073,MgcRacGAP inhibition,GPR35 antagonists,GPR55 beta-arrestin,others
Cc1cccc(OCc2nnc(SCC(=O)NCC3CCCO3)n2C)c1 (stereo not drawn),.,7%,-5%,20%,1.2,54,5%,-1%,2%,-0.2%,
COc1cccc(C(=O)Nc2nc3c(c(=O)[nH]2)CCCC3)c1,i,-1%,-13%,2%,0.4,90,0%,9%,-5%,-0.1%,
COc1ccc(CN(C(=O)c2ccco2)c2ccc(C)c(C)c2)cc1,i,-6%,-6%,0%,1.8,40,-2%,2%,13%,-0.1%,

# Copied from above, two compounds:
SMILES,Yfh1-off respiration,GPR55 LPI antagonism,Dengue-2 NS5 capping,Large T inhibition,NTR1 ag,NTR1 ag cell count 20 µM,AID2073,MgcRacGAP inhibition,GPR35 antagonists,GPR55 beta-arrestin,others
COc1ccc(CN(C(=O)c2ccco2)c2ccc(C)c(C)c2)cc1,i,-6%,-6%,0%,1.8,40,-2%,2%,13%,-0.1%,
CC(=O)Nc1cc2c(cc1[N+](=O)[O-])OCCO2,i,1%,3%,-1%,0.5,46,0%,11%,-3%,0.1%,

# From PubChem
